High-throughput results (PubChem BioAssay)
CR mimetic SO: lowers age-related superoxide in aged yeast cells; S. cerevisiae aged cells, superoxide DHE fluorescence; hits give low values; superoxide response (% of plate mean), % at 10 µM; 0.18% of 330,000 active; AID 2690;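 active = superoxide response under a set limit, about three screen SD below normal, cut at about 65% in these data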;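 also: yeast aged for seven days with compound at 30 °C before DHE staining; 100% = average MFI of all compound-treated wells on the plate with controls excluded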
MCL1-BIM inh: inhibitors of human MCL1 binding to BIM-BH3 peptide; Q07820; inhibition, % at 10.9 µM; 0.68% of 320,000 active; GST-MCL1 / FITC-Bim-BH3 fluorescence polarization;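 active = inhibition above the mean inhibition of all tested compounds plus 3 SD, set per campaign, cut at about 40% in these data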;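 also: 0% = DMSO wells and 100% = unlabeled Bim-BH3 peptide control; higher means more loss of mP so more displacement of Bim peptide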
Target sequence (Q07820 whole entry, looked up): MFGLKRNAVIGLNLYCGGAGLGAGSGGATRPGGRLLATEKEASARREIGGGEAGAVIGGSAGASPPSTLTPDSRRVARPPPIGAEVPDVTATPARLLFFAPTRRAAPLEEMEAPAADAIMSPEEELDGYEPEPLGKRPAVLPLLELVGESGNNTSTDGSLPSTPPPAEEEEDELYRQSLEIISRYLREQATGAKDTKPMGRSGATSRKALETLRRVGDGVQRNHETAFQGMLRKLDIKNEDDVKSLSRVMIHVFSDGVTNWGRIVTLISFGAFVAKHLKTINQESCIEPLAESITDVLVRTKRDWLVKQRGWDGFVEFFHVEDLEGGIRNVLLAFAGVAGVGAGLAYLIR
GRK2 inh: inhibitors of human GRK2 displacing RNA aptamer. inhibition of aptamer binding, % at 10 µM. P25098. 0.59% of 330,000 active. AID 488847. bead flow cytometry, FAM-aptamer displacement from GRK2;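 active = inhibition of aptamer binding above 40%, roughly 3 SD of noise, on plates passing a quality check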;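 also: median bead fluorescence of bound FAM aptamer so fluorescent compounds give negative values; no value below 0 was filed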
AGP1 TOR yeast: modulators of TOR pathway AGP1-GFP in S. cerevisiae; S. cerevisiae AGP1-GFP multiplex flow cytometry, 3 h; GFP as percent of DMSO wells; GFP response vs DMSO, % at 10 µM; 0.02% of 320,000 active;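 active = GFP response relative to DMSO above a set limit, near screen average plus 3 SD, cut at about 150% in these data; inconclusive = fewer than 70 cells counted for the yeast strain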;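 also: median GFP channel fluorescence of the gated AGP1 strain per well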
VLA-4 inh: inhibition in a human VLA-4 binding assay; P13612; VLA-4 expressing cells, ligand binding flow cytometry; inhibition, % (about 7 µM as worked out from the volumes in the protocol); 0.2% of 330,000 active; AID 2557; in the data active = inhibition above about 50%
BCLXL inh: Bcl-xL (human) inhibition; Q07817; GST-Bcl-xL / FITC-Bim BH3 peptide fluorescence polarization; inhibition, % at 10.9 µM; 0.7% of 320,000 active; AID 2129;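 active = inhibition above the mean of all tested compounds plus 3 SD, cutoff set per campaign, cut at about 30% in these data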;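 also: 0% = DMSO wells and 100% = unlabeled Bim-BH3 peptide competitor; inhibitors lower millipolarization by displacing the labeled peptide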
Target sequence (Q07817 whole entry, looked up): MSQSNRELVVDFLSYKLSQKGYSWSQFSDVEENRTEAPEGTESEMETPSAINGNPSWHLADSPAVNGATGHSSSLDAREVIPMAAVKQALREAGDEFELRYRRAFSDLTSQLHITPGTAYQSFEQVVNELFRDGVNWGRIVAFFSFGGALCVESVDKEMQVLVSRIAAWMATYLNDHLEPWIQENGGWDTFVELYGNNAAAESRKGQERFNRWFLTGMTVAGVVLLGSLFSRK
CIT2 TOR yeast: yeast TOR pathway CIT2-GFP modulation; AID 2029; GFP response vs DMSO, % at 10 µM; 0.065% of 320,000 active; S. cerevisiae CIT2-GFP strain, flow cytometry, 3 h; 100 means same as DMSO wells;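 active = GFP response relative to DMSO above a set limit, near the screen mean plus 3 SD, cut at about 150% in these data; inconclusive = Fewer than 70 cells measured for a yeast strain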;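 also: ratio of well median GFP fluorescence to mean of DMSO wells on the plate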
GLD-1 TGE inh: GLD-1-TGE RNA interaction inhibition (C. elegans). Q17339. purified GLD-1 + fluorescein TGE RNA, fluorescence polarization. inhibition, % at 5.96 µM. 0.44% of 320,000 active;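 active = percent inhibition above a per-plate cutoff, the plate mean of test compounds plus 3 SD, cut at about 30% in these data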;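 also: 0% = DMSO wells with GLD-1 and probe and 100% = wells lacking GLD-1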
Target sequence (Q17339 whole entry, looked up): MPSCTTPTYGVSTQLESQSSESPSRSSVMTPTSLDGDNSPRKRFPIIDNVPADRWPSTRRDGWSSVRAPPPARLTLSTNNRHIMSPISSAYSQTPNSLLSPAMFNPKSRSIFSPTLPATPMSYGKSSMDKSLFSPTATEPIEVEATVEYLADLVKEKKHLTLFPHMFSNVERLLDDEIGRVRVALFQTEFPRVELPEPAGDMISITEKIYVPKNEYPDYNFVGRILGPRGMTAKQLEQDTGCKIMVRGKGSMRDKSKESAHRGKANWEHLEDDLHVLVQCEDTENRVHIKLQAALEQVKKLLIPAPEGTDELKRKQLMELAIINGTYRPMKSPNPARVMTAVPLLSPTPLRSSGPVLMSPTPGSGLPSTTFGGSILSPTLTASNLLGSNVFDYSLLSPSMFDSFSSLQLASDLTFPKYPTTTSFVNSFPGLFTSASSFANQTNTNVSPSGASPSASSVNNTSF
MEX-5 binding: C. elegans MEX-5 TCR-2 RNA binding activity | Q9XUB2 | MEX-5/FITC-TCR2 RNA binding, fluorescence polarization; hits give low values | activity score (negative = inhibition of binding), % at 10 µM | 0.38% of 300,000 active | AID 1832;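 active = inhibition past about -25% in most replicates, and total fluorescence under double the plate's negative control median, limit read from the data; inconclusive = replicates evenly split on the limit, or fluorescence at least double controls; inactive = too little inhibition in most replicates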;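 also: 0% = DMSO and -100% = 5 µM competing unlabeled TCR2 RNA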
Numbers without * were called inactive; ? = inconclusive; · = no result given; [ ] = remark or other dose. Not a hit list; overall some 2.1% were active at least once.

SMILES | CR mimetic SO | MCL1-BIM inh | GRK2 inh | AGP1 TOR yeast | VLA-4 inh | BCLXL inh | CIT2 TOR yeast | GLD-1 TGE inh | MEX-5 binding
COc1ccc(C(=O)N=c2sc3c(C)ccc(OC)c3n2C)cc1 | 97 | -3 | 6 | 103 | -20 | 6 | 97 | 4 | -0.8
CC(Sc1nncn1C)C(=O)Nc1cc(C(F)(F)F)ccc1N1CCOCC1 (centres undefined) | 100 | 1 | 0 | 107 | 4 | 4 | 103 | 3 | -1.6
O=C(/C=N/O)Nc1ccc(F)cc1 | 94 | -3 | 5 | · | 6 | -2 | 95 | 2 | 2.2
C=CCC[C@H](Cc1ccc(F)cc1)C(=O)OC[C@H](Cc1c[nH]c2ccccc12)NC(=O)[C@H](CC=C)CC(=O)N[C@H](CO)Cc1ccccc1 | 98 | · | 12 | 112 | 1 | · | 103 | 2 | ·
CCOc1ccc(C(=O)Nc2cc(C)c3c(=O)oc4ccccc4c3n2)cc1 | 95 | 0 | 0 | 104 | 3 | 4 | 94 | 19 | 1.6
COc1ccc(C(=O)Nc2ccc(C(F)(F)F)n(C)c2=O)cc1 | 106 | 4 | 0 | 97 | -2 | 0 | 98 | -7 | 1.3
CC1NC(C)(C)Cc2c1ccc1ccccc21 (centres undefined) | 110 | -2 | 0 | 105 | 9 | 5 | 103 | 3 | 2.2
Clc1cccc(Cl)c1C1Nc2cccc3cccc(c23)N1 | 100 | 14 | 1 | 99 | -7 | 16 | 102 | 13 | 1.5
O=C(C[n+]1cc(-c2ccccc2)n2c1CCC2)Nc1nc(-c2ccccc2)cs1 | 108 | 7 | 0 | 103 | -22 | 5 | 101 | 11 | 2.6
COc1ccc(OC)c(C(c2c(O)nc(SC)[nH]c2=O)c2c(O)nc(SC)[nH]c2=O)c1 | 105 | -4 | 2 | 101 | 11 | 3 | 103 | 5 | 0.7
c1cn(C23CC4CC(CC(C4)C2)C3)cn1 | 88 | 2 | 3 | 103 | 0 | 2 | 101 | 2 | 0.5
NC(=O)C1CCN(c2ccc(S(=O)(=O)N3CCCCC3)cn2)CC1 | 113 | 10 | 3 | 97 | 9 | 5 | 89 | 0 | 1.5
CCOC(=O)/C(C#N)=C1/C=Cc2ccccc2N1CC | 101 | 3 | 1 | 103 | 2 | 6 | 110 | 6 | -0.2
O=C(Cc1ccccc1)NS(=O)(=O)c1ccc(N=NN2CCOCC2)cc1 | 99 | -5 | 26 | 87 | -9 | -2 | 89 | 2 | -0.3
NC(=O)CN1CCOCCOCCN(CC(N)=O)CCOCCOCC1 | 88 | 2 | 0 | 103 | 6 | -5 | 90 | 1 | 1.8
CCOC(=O)C1=C(c2ccc(O)cc2)NC(=O)NC1C (centres undefined) | 103 | 0 | 1 | 122 | 1 | 5 | 120 | -3 | 3.7
CCOC(=O)N1CCC(NC(=O)C(CC(C)C)NC(=O)C2CCCCC2)CC1 (centres undefined) | 91 | 4 | 0 | 98 | -1 | 6 | 109 | -2 | 0.4
CCN(CC)C(=O)C(=O)c1cc(C)n(-c2ccc(F)cc2)c1C | 89 | -10 | 0 | 98 | -8 | -8 | 99 | 1 | -1.0
CC1CCCN(C(=O)C2CCN(S(=O)(=O)c3cccc4cccnc34)CC2)C1 (centres undefined) | 91 | 14 | 0 | 110 | -2 | 2 | 105 | 1 | 0.4
O=C(OCc1ccc2c(c1)OCO2)c1cccc(S(=O)(=O)N2CCCCC2)c1 | 100 | 3 | 0 | 97 | -1 | 0 | · | -5 | 0.3
Cc1c(Cl)cccc1NC(=O)N1CCN(C(=O)c2ccco2)CC1 | 97 | -6 | 0 | 88 | 0 | 0 | 83 | -2 | 0.4
COc1cccc(NS(=O)(=O)c2ccc3c(c2)NC(=O)CC(=O)N3)c1 | 99 | -2 | 3 | 99 | 7 | 0 | 106 | -3 | 1.7
Cc1ccc(S(=O)(=O)NC2c3cccc4cccc(c34)C2Sc2n[nH]c(N)n2)cc1 (centres undefined) | 99 | 4 | 0 | · | 8 | 5 | · | 7 | 0.3
COc1ccc(CCN2C(=O)CC(N3CCN(c4ccccn4)CC3)C2=O)cc1OC (centres undefined) | 104 | 0 | 1 | 102 | 3 | 1 | 92 | -7 | -0.1
CS(=O)(=O)c1ccc(Cl)c(NC(=O)CSc2nncn2-c2ccccc2)c1 | 102 | 2 | 0 | 100 | 3 | 4 | 99 | 0 | 1.8

The listing continues.
SMILES | CR mimetic SO | MCL1-BIM inh | GRK2 inh | AGP1 TOR yeast | VLA-4 inh | BCLXL inh | CIT2 TOR yeast | GLD-1 TGE inh | MEX-5 binding
CCCNC(=O)COc1coc(CN2CCN(C(=O)c3ccco3)CC2)cc1=O | 97 | -3 | 0 | 101 | -2 | -2 | 103 | 5 | 0.3
Cc1cccc(Oc2nc(CN3CCOCC3)nc3sc4c(c23)CCCC4)c1 | 108 | 1 | 0 | 95 | -15 | 0 | 99 | 1 | 1.6
Nc1cccnc1Sc1ccccc1 | 104 | 3 | 6 | · | 1 | -2 | · | 4 | 0.2
Cc1[nH]n(-c2ccccc2)c(=O)c1-c1cccc(Cl)c1 | 99 | 2 | 3 | 84 | 10 | 2 | 89 | -4 | -1.2
CCC(c1nnnn1CS(=O)(=O)c1ccc(C)cc1)N1CCN(c2nc3ccccc3s2)CC1 (centres undefined) | 119 | 9 | 0 | 108 | 14 | 1 | 103 | 8 | -2.1
O=C(Nc1cc(Br)ccc1O)C1CC(c2ccccc2Cl)=NO1 (centres undefined) | 98 | · | 1 | 103 | -3 | · | 104 | · | 1.6
COc1cccc(Nc2ncnc3sccc23)c1 | 84 | -1 | 0 | 86 | 5 | 1 | 78 | -6 | 1.1
CCCNC(=O)c1cc(S(=O)(=O)N2CCc3ccccc32)ccc1F | 94 | 2 | 2 | 102 | 6 | 2 | 107 | 8 | 1.7
CCOc1ccc(N(CC(=O)Nc2ccc3c(c2)OCCO3)S(=O)(=O)c2c(C)noc2C)cc1 | 93 | -1 | 0 | 101 | 6 | 1 | 100 | 6 | -1.4
Cc1cc(N2C(=O)CC(N3CCN(C(c4ccccc4)c4ccccc4)CC3)C2=O)no1 (centres undefined) | 103 | 6 | 2 | 93 | -5 | 4 | 99 | 3 | -0.4
Cc1ccc(NC(=O)Nc2ccc(C(=O)N3CCOCC3)cc2)cc1 | 106 | 6 | 0 | 100 | 10 | 3 | 103 | 6 | 1.0
O=C(N/N=C/c1cccc2ccccc12)c1n[nH]c2c1CCCC2 | 111 | -2 | 0 | 104 | 6 | 4 | · | -6 | 2.2
O=C(Nc1ccccn1)c1ccc2c(c1)S(=O)(=O)c1ccccc1C2=O | 114 | -5 | 0 | 79 | -8 | -3 | 95 | 7 | -0.6
CCC1Oc2ccc(C)cc2N(CC(=O)NCc2ccco2)C1=O (centres undefined) | 81 | -3 | 7 | 89 | 8 | -1 | 94 | 2 | -0.7
CC(C)CC(=O)Nc1c2c(nn1-c1cccc(Cl)c1)CS(=O)(=O)C2 | 100 | 5 | 0 | 90[may fluoresce violet] | 14 | 0 | ? | 3 | 0.8
CCOc1ccc(CC(=O)NNC(=S)NC2CCCCC2)cc1OCC | 95 | 8 | 2 | 99 | 10 | 2 | 100 | 3 | -4.5
CCC1CCC2(CC1)NC(CO)(CO)CO2 (centres undefined) | 102 | 1 | 0 | 102 | 6 | 2 | 108 | -3 | 2.3
CC1(C)Cc2c(cnn2-c2ccc(F)cc2)C(NC(=O)CCCN2CCCCC2=O)C1 (centres undefined) | 108 | 5 | 0 | 103 | 7 | 3 | 102 | -3 | 0.1
Cc1ccc(/C=N/n2c(C)nnc2C)s1 | 98 | 8 | 0 | 102 | -5 | 6 | 103 | 12 | -1.7
Cc1nnc(SCC(=O)Nc2ccc(OC(F)F)c(Cl)c2)n(N)c1=O | 83 | · | 0 | 97 | 6 | · | 99 | 6 | ·
O=C(NC1CC2CCCC(C1)N2S(=O)(=O)c1ccccc1)c1ccco1 (centres undefined) | 113 | 3 | 0 | 108 | 0 | 1 | 103 | 4 | 1.1
COc1cc(C(=O)NCCN2CCN(C(=O)c3cc(OC)c(OC)c(OC)c3)CC2)cc(OC)c1OC | 79 | 4 | 9 | 98 | -5 | 6 | 109 | 0 | -0.5
O=C(COc1ccc([N+](=O)[O-])cc1)Nc1ccncc1 | 107 | -5 | 0 | 105 | 12 | -1 | 100 | -2 | 2.0
C=CCNC(=O)COc1ccccc1C#N | 144 | 0 | 1 | 101 | 1 | 7 | 99 | -1 | 1.7
Cc1ccc(NC(=O)C2CCCN2S(=O)(=O)c2ccc(-c3ccc(=O)[nH]n3)s2)c(C)c1 (centres undefined) | 116 | -4 | 3 | 103 | 38 | -1 | 106 | 5 | -0.1

Single records, from the list above. Values in the order: CR mimetic SO	MCL1-BIM inh	GRK2 inh	AGP1 TOR yeast	VLA-4 inh	BCLXL inh	CIT2 TOR yeast	GLD-1 TGE inh	MEX-5 binding
Results for C=CCC[C@H](Cc1ccc(F)cc1)C(=O)OC[C@H](Cc1c[nH]c2ccccc12)NC(=O)[C@H](CC=C)CC(=O)N[C@H](CO)Cc1ccccc1 → 98	·	12	112	1	·	103	2	·
Results for COc1ccc(C(=O)Nc2ccc(C(F)(F)F)n(C)c2=O)cc1 → 106	4	0	97	-2	0	98	-7	1.3
Results for CCOC(=O)/C(C#N)=C1/C=Cc2ccccc2N1CC → 101	3	1	103	2	6	110	6	-0.2
Results for NC(=O)C1CCN(c2ccc(S(=O)(=O)N3CCCCC3)cn2)CC1 → 113	10	3	97	9	5	89	0	1.5

Carrying on.
SMILES | CR mimetic SO | MCL1-BIM inh | GRK2 inh | AGP1 TOR yeast | VLA-4 inh | BCLXL inh | CIT2 TOR yeast | GLD-1 TGE inh | MEX-5 binding
CCn1nc(C(=O)NNC(=O)c2ccc(OC(F)F)cc2)c2ccccc2c1=O | 95 | · | 0 | 86 | 9 | · | 84 | 8 | ·
O=C(CSc1nnc(-c2ccccc2)n1Cc1ccco1)Nc1ccc(S(=O)(=O)N2CCCC2)cc1 | 97 | -4 | 0 | 103 | -6 | -2 | 108 | -8 | ·
CCCc1ncc(CN2CCC(C(=O)Nc3cccc(-c4cscn4)c3)CC2)cn1 | 107 | 2 | 0 | 96 | 2 | 2 | 96 | 7 | -0.4
CCOC(=O)[C@H]1[C@H]2COc3ccc(C)cc3[C@@H]2N2C(=O)c3cc(Cl)ccc3NC(=O)[C@@]12C | 116 | -15 | 4 | 89 | 12 | -12 | 109 | 8 | ·
O=C(N/N=C/C=C\c1ccccc1[N+](=O)[O-])c1ccco1 | 98 | 4 | 1 | 97 | 21 | 4 | 109 | -4 | 1.7
CCOC(=O)CC(NC(=O)Cc1cccs1)c1ccccc1Cl (centres undefined) | 104 | -4 | 0 | 88 | 4 | 1 | 101 | -2 | 1.9
CCOC(=O)NN1C(=O)c2ccccc2NC1c1ccc(OC)c(OC)c1 (centres undefined) | 95 | 5 | 3 | 103 | 9 | -1 | 102 | 1 | 2.9
CCCCN(C)CCNC(=O)C(=O)c1c(C)[nH]c2ccccc12 | 94 | -2 | 0 | 103 | 11 | 2 | 107 | -2 | -1.2
Cc1cccc(NC(=S)NNC(=O)c2csc3c2CCCC3)c1 | 108 | 9 | 0 | 90 | 1 | 8 | 93 | 2 | -0.2
O=S1(=O)CCOC[C@H](Cc2ccccc2)N1Cc1cccc(Cl)c1 | 87 | -2 | 0 | 90 | -9 | -1 | 88 | -6 | 0.0
